p53 reactivator: mutant p53 re-activation in reporter cells | H1299 p53-A138V BP100-luciferase reporter, luminescence, 24 h | Potency, µM (series often up to 92.2 µM), without a hit: at the top dose activity change, positive = activation, most hits filed as activators | hit rate 0.063% among 320,000; further: % of control where 0% means no effect; nearly all actives have a fitted effect of over 45% in size
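p53-null H1299 cells stably carrying temperature-sensitive p53-A138V and a BP100-luciferase reporter were pinned with compounds (4-point, 1:5 series) and held 24 hrs at 37 deg C. Luminescence was read 10 min after detection reagent.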
ELG1 genotox: inducers of genotoxicity in HEK293T ELG1-luciferase cells. hit rate 1.3% among 330,000. AID 504466. Potency, µM (top dose mostly 46 µM), for the others: at the highest dose activity change, positive = activation, actives largely listed as activators. HEK293T ELG1-luciferase reporter, luminescence, 16 h; further: % of control where 0% means no effect; nearly all actives have a fitted effect of over 60% in size
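DMSO vehicle served as control against compound-treated ELG1-luciferase HEK293T cells; exposure lasted 16 hr at 37 °C and 5% CO2, followed by ONE-Glo luminescence detection after 30 min.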
VP16 counter: counter-screen for ROR gamma inhibitors: Gal4-VP16 reporter | Drosophila S2 Gal4-VP16 UAS-luciferase, luminescence, 20 h | Potency, µM (top dose mostly 53.6 µM), without a hit: at the top dose activity, negative = inhibition, hits mostly inhibitors | hit rate 3.5% among 310,000 | AID 2546;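 further: Gal4-VP16 expression switched on by copper sulfate through the metallothionein promoter; on the % scale 0 is the no-effect control and ±100 the full control effect; nearly all actives have a fitted effect of over 50% in size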
NPC1 prom act: activates the NPC1 promoter | AID 485313 | Huh7 NPC1 promoter luciferase reporter, 24 h | hit rate 2.4% among 320,000 | Potency, µM (top dose mostly 9.22 µM), without a hit: at the highest dose activation, most hits filed as activators;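 further: % of control where 0% means no effect; nearly all actives have a fitted effect of over 60% in size; reporter is driven by a mutant NPC1 promoter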
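Luciferase expression driven by the NPC1 promoter was measured in stably transfected Huh7 cells after a 24 h compound incubation, using a luciferase reagent and a luminescence read.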
Rab9 promoter act: activates the Rab9 promoter. Huh7 Rab9 promoter-luciferase reporter, luminescence, 24 h. hit rate 2.8% among 320,000. Potency, µM (doses to about 9.22 µM), for the others: at the top dose activation, negative = inhibition, usual class: activators; further: % of control where 0% means no effect; nearly all actives have a fitted effect of over 60% in size
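Huh7 reporter line, Rab9 promoter upstream of luciferase. Compound exposure 24 h at 37 °C in reduced-serum medium with 10% FBS. Read-out: luminescence.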
CXXC DNA block: blocks binding of human MLL CXXC domain to DNA. Q03164. MLL-CXXC / FITC-HOXA9 DNA fluorescence polarization. Potency, µM (series often up to 115 µM), without a hit: at the highest dose activity change, negative = inhibition, most hits filed as inhibitors. hit rate 0.037% among 290,000. AID 2662; active means well fitted inhibition curve with a large enough effect in the polarisation, with a control signal flat, not every such curve was filed as active; inconclusive means small, poorly fitted or top-dose-only effect, or effect the other way, or a change in a side signal; inactive means no such curve, though single readings can be large or run the other way; the % refers to the polarisation
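Steps: dispense CXXC domain solution (7 uM) → pin compounds or unlabeled HOX-A9 DNA control → 5 min ambient → add FLSN-HOX-A9 solution (50 nM) → spin → 30 min ambient → fluorescence polarization. Tris pH 7.5/NaCl/DTT/BSA buffer.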
FLuc modulator: counter-screen for miR-21 project: firefly luciferase inhibitors or activators. purified FLuc, Km substrates, luminescence inhibition. P08659. hit rate 6.9% among 360,000. Potency, µM (highest dose often 57.5 µM), for the others: at the highest dose activity change, negative = inhibition, usual class: inhibitors;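 further: plate controls were vehicle for no effect and reference inhibitor for full effect; nearly all actives have a fitted effect of over 55% in size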
Target sequence (P08659 whole entry, looked up): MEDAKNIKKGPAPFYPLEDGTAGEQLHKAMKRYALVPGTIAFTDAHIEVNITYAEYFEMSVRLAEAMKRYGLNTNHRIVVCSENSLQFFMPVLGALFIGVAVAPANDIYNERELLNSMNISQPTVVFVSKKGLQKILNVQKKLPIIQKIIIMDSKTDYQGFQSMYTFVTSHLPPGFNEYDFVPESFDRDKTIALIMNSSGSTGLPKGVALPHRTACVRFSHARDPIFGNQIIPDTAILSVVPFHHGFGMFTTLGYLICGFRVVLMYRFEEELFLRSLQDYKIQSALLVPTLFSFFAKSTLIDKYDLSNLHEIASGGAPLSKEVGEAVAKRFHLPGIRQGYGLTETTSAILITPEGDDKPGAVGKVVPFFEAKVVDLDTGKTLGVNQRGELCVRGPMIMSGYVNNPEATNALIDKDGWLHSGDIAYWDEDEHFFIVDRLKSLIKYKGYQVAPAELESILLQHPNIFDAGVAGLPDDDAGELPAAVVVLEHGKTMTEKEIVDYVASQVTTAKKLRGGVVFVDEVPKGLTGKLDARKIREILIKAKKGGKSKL
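Biochemical qHTS of compounds, final roughly 60 µM downward over six points, against 10 nM purified firefly luciferase using Km concentrations of substrates (10 uM D-luciferin, 10 uM ATP) in Tris acetate pH 7.5 buffer; luminescence output.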
BRCA1 expr act: BRCA1 expression activation; MCF7-BRCA1-FFLuc reporter, luminescence, 48 h; response scale: scaled: vehicle 0%, 10 µM genistein 100%; Potency, µM (top dose mostly 46.1 µM), for the others: top-dose activation, hits mostly activators; hit rate 1.1% among 380,000; AID 624202; further: nearly all actives have a fitted effect of over 80% in size; some results filed as inactive show a strong effect at the top dose
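Using MCF7 cells harboring a BRCA1 firefly luciferase reporter, plated 2 h before compound pinning, the screen measured luminescence after 48 h incubation. Responses were normalized to DMSO and 10 microM genistein, then fitted for concentration-effect.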
uPA generation: cell surface uPA generation inhibition; cell surface uPA generation assay, qHTS; Potency, µM (top dose mostly 38.3 µM), without a hit: top-dose activity change, negative = inhibition, hits mostly inhibitors; hit rate 0.31% among 330,000; active means well fitted inhibition curve with a large enough effect; inconclusive means small, poorly fitted or top-dose-only effect; inactive means no such curve, though single readings can be large or run the other way; tested in mouse RAW 264.7 cells; further: on the % scale 0 is the no-effect control and ±100 the full control effect; nearly all actives have a fitted effect of over 55% in size
MBNL1-CUG inh: blocks human MBNL1 binding to CUG repeat RNA | AID 2675 | Q9NR56 | TR-FRET MBNL1-His/biotin-(CUG)12 binding, 665/545 ratio | hit rate 0.036% among 280,000 | Potency, µM (doses to about 57.5 µM), for the others: at the top dose activity change, negative = inhibition, most hits filed as inhibitors; active means well fitted inhibition curve with a large enough effect in the signal ratio, with a control signal flat, not every such curve was filed as active; inconclusive means small, poorly fitted or top-dose-only effect, or effect the other way, or a change in a side signal; inactive means no such curve, though single readings can be large or run the other way; the % refers to the signal ratio; further: on the % scale 0 is the no-effect control and ±100 the full control effect
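Inhibition of protein-RNA binding appears as loss of TR-FRET between terbium anti-His antibody on MBNL1-His and streptavidin-XL665 on biotin-(CUG)12. Activity is normalized to buffer-only and uninhibited-complex controls.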
RORgamma inh: inhibitors of mouse ROR gamma transcriptional activity; Potency, µM (doses to about 53.6 µM), inactives show at the top dose activity change, negative = inhibition, most hits filed as inhibitors; Drosophila S2 Gal4-RORgamma UAS-luciferase reporter, 20 h; P51450; AID 2551; hit rate 5.4% among 310,000; further: on the % scale 0 is the no-effect control and ±100 the full control effect; nearly all actives have a fitted effect of over 60% in size
Target sequence (P51450 whole entry, looked up, the tested form may be a part): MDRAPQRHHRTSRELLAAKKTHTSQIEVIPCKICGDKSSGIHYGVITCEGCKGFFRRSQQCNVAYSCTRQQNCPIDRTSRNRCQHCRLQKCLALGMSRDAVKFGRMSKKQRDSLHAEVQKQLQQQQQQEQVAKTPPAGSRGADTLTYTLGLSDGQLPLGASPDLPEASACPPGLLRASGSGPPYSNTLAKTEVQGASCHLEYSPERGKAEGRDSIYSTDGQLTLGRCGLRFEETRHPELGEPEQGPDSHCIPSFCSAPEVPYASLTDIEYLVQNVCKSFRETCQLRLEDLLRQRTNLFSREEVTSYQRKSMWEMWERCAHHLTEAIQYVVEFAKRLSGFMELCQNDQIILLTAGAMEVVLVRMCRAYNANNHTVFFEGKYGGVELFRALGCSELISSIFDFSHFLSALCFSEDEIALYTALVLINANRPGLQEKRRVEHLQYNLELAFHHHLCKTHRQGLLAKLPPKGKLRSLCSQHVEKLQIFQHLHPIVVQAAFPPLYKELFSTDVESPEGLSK
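In this cell-based reporter format, copper sulfate (700 uM final) drives Gal4–ROR gamma fusion expression from a metallothionein promoter in Drosophila Schneider cells; compounds preincubated 1 hr, reporter read after 20 hr at ambient temperature.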
The depositor's hits bear a star; ? = inconclusive; · = no result given; & = joins results of further samples; [ ] = dose if it differs, or a comment. Unless noted, the call rests on the fitted dose curve; in most records, active means well fitted curve in the direction sought with a large enough effect; inconclusive means small, poorly fitted or top-dose-only effect, or another doubt; inactive means no such curve, though single readings can be large; an effect the other way counts as inactive or inconclusive. Potency means the concentration at half of the fitted maximal effect. Not all compounds are listed. The share of hits here may be higher or lower than overall.

SMILES	p53 reactivator	ELG1 genotox	VP16 counter	NPC1 prom act	Rab9 promoter act	CXXC DNA block	FLuc modulator	BRCA1 expr act	uPA generation	MBNL1-CUG inh	RORgamma inh
COc1ccc(C(C2C(=O)CC(C)(C)CC2=O)C2C(=O)CC(C)(C)CC2=O)cc1COCC(F)(F)F	5%	10%	-3%	3%	1%	-23%	-13%	-7%	-2%	-6%	?
CC1CCN(C(C(=O)Nc2ccc3c(c2)OCO3)c2ccccc2)CC1 (stereo not drawn)	1%	-6%	0%	0%	10%	-9%	0%	-58%	-7%	2%	13%
CC1(c2nnc(-c3ccc(Cl)cc3)o2)CC(c2cccc(Cl)c2)=NO1 (stereo not drawn)	2%	0%	-8%	1%	-1%	-28%	-3%	10%	0%	-12%	15%
CCCCOc1ccc(OCCCC)c2c1NC1(N2)C(=O)N(C(C)=O)c2ccccc21	-4%	1%	2%	-2%	0%	6%	4%	0%	2%	-4%	2%
O=C(CCN1C(=O)/C(=C/c2ccco2)SC1=S)Nc1ccc(O)cc1C(=O)O	3%	0%	-6%	-1%	-2%	?	?	-30%	2%	?	-4%
CCOc1ccccc1C(C(=O)NC1CCCCC1)N(C(=O)c1csnn1)C1CC1 (stereo not drawn)	-3%	-3%	-6%	2%	-3%	17%	-2%	-19%	2%	-2%	6%
CN1CCN(C(=S)c2cn(Cc3ccc(F)cc3)c3ccccc23)CC1	5%	8%	3%	-2%	-2%	3%	1%	-11%	?	-6%	?
O=C(CCc1nc2ccccc2c(=O)[nH]1)Nc1cccc(S(=O)(=O)N2CCCCC2)c1	-1%	-3%	·	-6%	-18%	·	-2%	-34%	-1%	·	·
c1ccc(-c2ccnc3nc(N4CCN(c5ccccc5)CC4)nn23)cc1	10%	1%	-2%	-5%	-6%	0%	3%	23%	-1%	0%	41%
COc1cc(CN2CCN(Cc3ccco3)CC2)cc(OC)c1	-3%	-1%	-7%	-2%	-4%	7%	0%	5%	3%	-2%	1%
O=C(Cn1cccc1)NC1CCCCCC1	-3%	3%	-9%	-1%	5%	-2%	2%	6%	17%	4%	12%
Cc1ccc(-c2nc3[nH]c(=O)cc(NC(=O)C(C)C)n3n2)cc1	5%	0%	-5%	1%	-6%	0%	-2%	-2%	5%	4%	-11%
O=C(/C=N/O)NCc1ccncc1	-1%	4%	5%	-3%	-6%	1%	3%	-16%	11%	2%	4%
COc1cccc(C(=O)N2CCC(n3nccc3NC(=O)C3CCOC3)CC2)c1 (stereo not drawn)	13%	-5%	-7%	-1%	-1%	14%	2%	-1%	-3%	-5%	-3%
COc1c(OC(C)=O)c(=O)n2c3ccccc3c3ccnc1c32	-7%	-1%	·	0%	2%	·	-5%	13%	15%	·	·
CCOC(=O)Cn1c(C)cc(=O)c2ccccc21	-5%	-1%	-9%	7%	-32%[inhibitor]	-6%	1%	-6%	-3%	-4%	-6%
O=C1CC2(CCN(C(=O)c3ccc(Cl)cc3)CC2)Oc2ccccc21	-6%	-4%	·	0%	0%	·	1%	-26%	-3%	·	·
O=C(O)c1[nH]c2ccc(Cl)cc2c1CC(=O)N1CCN(C(=O)c2ccco2)CC1	14%	-1%	-7%	-2%	-6%	-6%	2%	-32%	4%	-13%	23%
CCc1nc(SCC(=O)NC2CCCC2)c2oc3ccccc3c2n1	-7%	-8%	-9%	1%	-2%	4%	-8%	-2%	9%	-1%	-17%
COc1ccc(C(=O)C(C)OC(=O)CCN2C(=O)C3CC=CCC3C2=O)cc1 (stereo not drawn)	-1%	-4%	·	1%	11%	·	-3%	1%	5%	·	·
Cc1cc(C)c(NC(=O)c2ccc3nccnc3c2)c(C)c1	-7%	-6%	·	12%	-4%	·	-1%	8%	3%	·	·
CCOC(=O)N1CC(=O)Nc2ccc(Br)cc2C1c1ccccc1 (stereo not drawn)	-8%	-1%	2%	-5%	-6%	-7%	-2%	-2%	6%	-5%	20%
Cc1ccc(SCCNC(=O)c2ccc(CN3CCOCC3)cc2)cc1	0%	-7%	6%	-4%	2%	5%	-2%	-18%	5%	-1%	?
O=C(CCS(=O)(=O)c1ccc(Cl)cc1)OCC(=O)N1CCCCC1	3%	6%	5%	-1%	1%	-3%	6%	25%	0%	5%	?
CCCCn1c(N)c(N(CC(C)C)C(=O)c2oc3c(Cl)cccc3c2C)c(=O)[nH]c1=O	-6%	-3%	·	2%	1%	·	0%	-53%	-9%	·	·
CCN(CC)C(=O)CN(C)S(=O)(=O)c1cccc2nsnc12	-9%	-3%	3%	-3%	0%	2%	0%	12%	-4%	?	2%
N#Cc1c(C#N)c(-c2ccccc2)n(-c2ccccc2)c1N	-24%	-3%	-2%	1%	-3%	9%	-2%	-47%	-6%	-4%	44%
Cc1nnc(SCC(=O)N(CC(C)C)c2c(N)n(CC(C)C)c(=O)[nH]c2=O)n1-c1ccccc1	0%	20%	11%[10 µM]	-3%	-8%	-6%	-1%	-2%	8%	-9%	1%
CC(C)Cc1ccc(S(=O)(=O)Nc2ccccn2)cc1	4%	3%	4%	1%	-4%	3%	4%	0%	8%	-1%	-7%
CC(C)C(=O)N1CCN(CCN=CC2=C(O)CC(c3ccco3)CC2=O)CC1 (stereo not drawn)	2%	-8%	-10%	7%	14%	-3%	0%	3%&5%	-17%&3%	-6%	31%
Cc1cccc(NC(=O)CSc2nnc(-c3ccccc3Br)o2)c1C	3%	1%	?	2%	0%	-3%	-7%	6%	-2%	40%[activator]	-14%
O=C(NCCc1ccccc1)C1CCN(Cc2ccccc2F)CC1	-7%	0%	-5%	-5%	-3%	5%	-2%	-23%	0%	·	-12%[10 µM]
Cc1cc(S(=O)(=O)N2CCCC(N(C)CCc3ccccn3)C2)c(C)cc1Cl (stereo not drawn)	3%	-10%	1%	0%	-3%	6%	2%	-56%	-1%	7%	-14%
COc1ccc2c(c1)cc1n2CCN2CCCN=C12	-2%	2%	-17%	1%	-3%	8%	5%	-1%	6%	?	-29%
Cc1ccc(NC(=O)COC(=O)c2nn(C)cc2Cl)cc1	2%	8%	?	-4%	16%	-5%	-3%	3%	3%	-3%	13%
Cc1cccc(OCc2nc(C#N)c(N3CC(C)CC(C)C3)o2)c1 (stereo not drawn)	4%	-2%	-13%	5%	-3%	-9%	-2%	-34%	11%	-5%	-16%
COC(=O)c1sccc1N/N=C/c1ccc(OC)c(OC)c1OC	?	?	-7%	?	?	4%	15µM*	?	10%	·	?
N#Cc1cccc(-n2nnnc2-c2ccccn2)c1	24%	6%	-8%	-1%	14%	6%	5%	68%	0%	-5%	2%
O=C(O)CC1SC(=Nc2cccc(O)c2)NC1=O (stereo not drawn)	2%	0%	2%	-2%	-3%	10%	3%	1%	-7%	-3%	13%
O=Cc1ccc2oc3nc4n(c(=O)c3c(=O)c2c1)CCCS4	5%	-5%	-6%	-1%	17%	9%	2%	3%	-6%	?	0%
Cc1c(Br)c([N+](=O)[O-])nn1C(C)C(=O)NCc1cccnc1 (stereo not drawn)	0%	2%	-1%	1%	-4%	-1%	6%	-22%	·	10%	-17%
CCOc1nc(Nc2ccc(OC)cc2)nc(N2CCOCC2)n1	-1%	2%	-12%	-4%	0%	19%	-3%	-16%	11%	-10%	-1%
O=S(=O)(c1ccc2c(c1)OCCO2)N1CCC(c2nc3ccccc3s2)CC1	3%	0%	-8%	-6%	-13%	-3%	0%	-67%	-1%	?	0%
CN(C)S(=O)(=O)NC(c1ccccc1)c1ccccc1	10%	0%	-3%	0%	-5%	-1%	6%	-2%	2%	-4%	15%
COc1ccc(OCC(=O)NNC(=O)Cn2c(=O)cnc3ccccc32)cc1	-9%	6%	·	-2%	0%	·	-3%	-14%	6%	·	·
COCCCNC(=O)C(C)N1c2cccc3cccc(c23)S1(=O)=O (stereo not drawn)	·	0%	-6%	2%	-3%	11%	0%	-17%	3%	9%	?
CCSc1nc(=O)n(-c2ccccc2)c(C)c1C(C)=S	13%	-2%	21%	-1%	-5%	-1%	-7%	18%	-1%	-3%	-27%
O=C(NNc1c(Cl)cc(Cl)cc1Cl)C1CCC1	-5%	-1%	3%	1%	3%	10%	3%	-10%	5%	·	15%
COc1cc(NC(=O)Cn2cnc(S(=O)(=O)N3CCCC3)c2)cc(OC)c1OC	-2%	3%	3%	-1%	-4%	-8%	-1%&2%	0%&4%	5%	4%	-20%

From PubChem
